RORg inh – blocks mouse ROR gamma transcriptional activity. P51450. Drosophila S2 Gal4-RORgamma UAS-luciferase reporter, 20 h. Potency, µM (highest dose often 53.6 µM), without a hit: at the top dose activity change, negative = inhibition, actives largely listed as inhibitors. 310,000 tested, 5.4% active. AID 2551; also: potency is read from the fitted curve at half-maximal effect; nearly all actives have a fitted effect of over 60% in size
Target sequence (P51450 whole entry, looked up, the tested form may be a part): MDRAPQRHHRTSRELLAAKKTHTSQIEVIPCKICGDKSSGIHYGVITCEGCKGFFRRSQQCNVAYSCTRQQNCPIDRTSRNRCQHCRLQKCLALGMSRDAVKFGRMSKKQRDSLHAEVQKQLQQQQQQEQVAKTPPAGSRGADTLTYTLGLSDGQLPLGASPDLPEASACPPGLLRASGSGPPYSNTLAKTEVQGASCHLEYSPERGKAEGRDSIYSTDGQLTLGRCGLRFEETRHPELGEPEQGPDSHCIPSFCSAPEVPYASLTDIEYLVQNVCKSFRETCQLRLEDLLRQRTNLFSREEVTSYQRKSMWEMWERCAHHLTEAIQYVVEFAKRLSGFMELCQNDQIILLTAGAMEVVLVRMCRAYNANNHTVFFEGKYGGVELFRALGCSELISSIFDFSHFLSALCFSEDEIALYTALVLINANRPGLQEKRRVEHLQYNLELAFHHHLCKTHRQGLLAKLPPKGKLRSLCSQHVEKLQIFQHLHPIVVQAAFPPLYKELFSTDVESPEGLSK
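ROR gamma transcriptional activity was tracked as Gal4-UAS luciferase output in stably transfected Drosophila Schneider cells, with compound added 1 hr before 700 uM copper sulfate induction and a 20 hr ambient-temperature incubation.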
FLuc counter – firefly luciferase modulation, counter-screen for miR-21 project; purified FLuc, Km substrates, luminescence inhibition; AID 588342; P08659; Potency, µM (highest dose often 57.5 µM), inactives show top-dose activity change, negative = inhibition, most hits filed as inhibitors; 360,000 tested, 6.9% active;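 also: potency is read from the fitted curve at half-maximal effect; plate controls were vehicle for no effect and reference inhibitor for full effect; nearly all actives have a fitted effect of over 55% in size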
Target sequence (P08659 whole entry, looked up): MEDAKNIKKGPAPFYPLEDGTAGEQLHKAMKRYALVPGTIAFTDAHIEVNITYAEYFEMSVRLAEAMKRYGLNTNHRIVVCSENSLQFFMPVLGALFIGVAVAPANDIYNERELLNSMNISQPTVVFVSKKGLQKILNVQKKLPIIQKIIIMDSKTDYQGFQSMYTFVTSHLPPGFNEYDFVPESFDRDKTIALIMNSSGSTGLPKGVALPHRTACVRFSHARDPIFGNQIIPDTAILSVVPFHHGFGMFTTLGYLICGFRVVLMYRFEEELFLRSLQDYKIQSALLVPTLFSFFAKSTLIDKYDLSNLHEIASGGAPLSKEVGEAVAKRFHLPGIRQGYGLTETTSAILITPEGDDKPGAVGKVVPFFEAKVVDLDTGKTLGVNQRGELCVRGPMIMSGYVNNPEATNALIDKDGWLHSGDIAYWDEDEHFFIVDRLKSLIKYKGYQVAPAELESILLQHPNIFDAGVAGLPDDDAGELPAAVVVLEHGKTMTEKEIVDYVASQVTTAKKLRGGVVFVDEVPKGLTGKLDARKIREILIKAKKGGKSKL
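Purified P. pyralis luciferase (10nM final) with 10uM D-luciferin and 10uM ATP (Km levels) in 50mM Tris acetate pH 7.5, 10mM Mg acetate, 0.01% Tween-20, 0.05% BSA; qHTS 6-point titration, ~60 µM downward; luminescence read.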
KCNH2 3.1 block – blocks the human KCNH2 3.1 channel isoform; U2OS KCNH2 3.1, thallium flux FluxOr; stronger effect = lower value; 340,000 tested, 0.95% active; AID 720553; activity change, % (tested at about 1.8 µM);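 active = maximum activity change below -70%; inconclusive = maximum activity change from -70% to -50%; inactive = maximum activity change above -50%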;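 also: thallium influx rate constant from kinetic fluorescence after stimulation buffer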
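U2OS cells transduced with KCNH2 3.1 mutant virus (1.77 x 10^8 /mL, 4 h), plated overnight at 37 C, loaded 45 min with FluxOr dye plus Red40 quencher. Thallium flux rate constant from kinetic reads after stimulation buffer, normalised to controls.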
Coupling enz – counter-screen for Giardia aldolase inhibitors: coupling enzyme system; coupling enzyme system counterscreen, AmpLite Red fluorescence; activity change, negative = inhibition, % at 58.2 µM, hits read low; 290,000 tested, 0.67% active; AID 2472; in the data active = activity change below about -30%
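Counterscreen of the coupled detection system alone, without aldolase: glyceraldehyde-3-phosphate coupling enzymes plus AmpLite Red readout. Compounds at 57.5 uM final, 10 min RT preincubation, 20 min RT reaction, fluorescence 525/598 nm.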
Gal4-VP16 FLuc – inhibits Gal4-VP16 luciferase reporter, ROR gamma counter-screen | Drosophila S2 Gal4-VP16 UAS-luciferase, luminescence, 20 h | Potency, µM (doses to about 53.6 µM), for the others: top-dose activity, negative = inhibition, usual class: inhibitors | 310,000 tested, 3.5% active | AID 2546;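 also: Gal4-VP16 expression switched on by copper sulfate through the metallothionein promoter; potency is read from the fitted curve at half-maximal effect; nearly all actives have a fitted effect of over 50% in size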
* = called active by the depositor; ? = inconclusive; / = not tested or not shown. Unless noted, calls follow the shape of the dose curve; as a rule, active = well fitted curve in the direction sought with a large enough effect; inconclusive = small, poorly fitted or top-dose-only effect, or another doubt; inactive = no such curve, though single readings can be large; an effect the other way counts as inactive or inconclusive. Unless noted, % is scaled to controls: 0 for no effect and ±100 for the full control effect. The list is partial; count on the stated rates, not on these rows.

Every second line gives: Coupling enz | RORg inh | FLuc counter | Gal4-VP16 FLuc | KCNH2 3.1 block
CCN(CC)c1nn2c(=O)c(C(=O)NCCc3ccccc3)cnc2s1
    / | / | 3% | / | /
OCCCn1c(-c2ccc(F)cc2)csc1=Nc1ccc(F)cc1
    / | / | -15% | / | /
COc1cccc(N2CC(NC(=O)COc3ccc4ccccc4c3)CC2=O)c1 (centres undefined)
    / | / | 1% | / | /
CCCCNC(=O)c1cnc2sc(N3CCCCC3)nn2c1=O
    / | / | 4% | / | /
COCCNC(=O)c1sc2nc3n(c(=O)c2c1C)CCC3
    / | / | ? | / | /
Cc1nn(C(=O)c2c(F)cccc2F)c(C)c1S(=O)(=O)N1CCOCC1
    / | / | 0% | / | /
Cc1ccc(CNS(=O)(=O)c2cc3[nH]c(=O)c(=O)[nH]c3cc2C)cc1
    / | / | 2% | / | /
O=C(CSc1ncc(CO)n1Cc1ccccc1)Nc1nc2ccccc2s1
    / | / | -18% | / | /
O=C1CCSC2(C(=O)N(Cc3ccc(F)cc3)c3ccccc32)N1c1ccccc1 (centres undefined)
    / | / | -1% | / | /
CCc1c(C)nc2nncn2c1Nc1ccc(Cl)cc1
    / | / | 0% | / | /

Additional results follow.
Every second line gives: Coupling enz | RORg inh | FLuc counter | Gal4-VP16 FLuc | KCNH2 3.1 block
COc1ccc(-c2ccc3c(N)c(C(=O)NCc4ccc(Cl)cc4)sc3n2)cc1
    / | / | 7% | / | /
CCc1ccc(CNc2ncc(-c3cccc(OC)c3)n2C)cc1
    / | / | -14% | / | /
Clc1ccccc1CSc1nnc(C2CCNCC2)o1
    / | / | -1% | / | /
COc1ccccc1NC(=O)c1sc2nc(-c3cc4ccccc4oc3=O)[nH]c(=O)c2c1C
    / | / | -2% | / | /
Cn1c(Oc2ccccc2)nc2c1c(=O)n(Cc1ccc(Cl)cc1Cl)c(=O)n2C
    / | / | 6% | / | /
CCOc1cccc2sc(N3CCN(C(=O)C4CC4)CC3)nc12
    / | / | 6% | / | /
CCN1CCc2c(sc(NC(=O)c3ccc(S(=O)(=O)N(CCOC)CCOC)cc3)c2C(N)=O)C1
    / | / | -2% | / | /
Cc1cccc(OCC(=O)Nc2cccc(C(=O)OCc3cc(=O)n4nc(C(C)C)sc4n3)c2)c1
    / | / | -14% | / | /
COc1ccc(N2CCN(C(=O)c3cnn(-c4ccc(F)cc4)c3-n3cccc3)CC2)cc1
    / | / | 1% | / | /
CCOc1ccc(CNC(=O)c2cc(=O)[nH]c3ccc(S(=O)(=O)N4CCCC4)cc23)cc1
    / | / | -1% | / | /

(listing goes on)
Every second line gives: Coupling enz | RORg inh | FLuc counter | Gal4-VP16 FLuc | KCNH2 3.1 block
COc1ccc(CCNC(=O)c2ccc3c(c2)N(Cc2ccc(Cl)cc2)CCS3)c(OC)c1
    / | / | -3% | / | /
O=C(COCc1cc(-c2cccs2)on1)NCc1ccc(F)cc1
    / | / | -4% | / | /
Cc1cccc(NC(=O)C2CCN(c3nnc(-n4c(C)ccc4C)s3)CC2)c1C
    / | / | -4% | / | /
CCn1cc(C(=O)N2CCN(c3cccc(C(F)(F)F)c3)CC2)c2cc(OC)c(OC)cc2c1=O
    / | / | 1% | / | /
COc1ccc(C)cc1NC(=O)Cn1c(=O)nc(-c2ccccc2F)c2cc(Cl)ccc21
    / | / | -9% | / | /
Cc1cc(C)cc(OCc2ccc(C(=O)Nc3ccccc3F)o2)c1
    / | / | -5% | / | /
Cc1cc(C)c(C)c(S(=O)(=O)NCc2ccco2)c1C
    -7 | 0% | 3% | 3% | /
Cc1ccc2nc(-c3ccc(N4C(=O)CC(N5CCCC(C)C5)C4=O)cc3)sc2c1 (centres undefined)
    0 | -15% | 15µM* | 7% | /
Cc1ccc(CNc2ccc3c(c2)OCO3)c(C)c1
    -37* | 17% | 21µM* | 11% | /
O=C(c1ccco1)N1CCN(C(=O)c2cnn(-c3ccc(F)cc3)c2-n2cccc2)CC1
    / | / | / | / | -2

Four entries from above in another layout.
Molecule,Coupling enz,RORg inh,FLuc counter,Gal4-VP16 FLuc,KCNH2 3.1 block
Cc1cc(C)cc(OCc2ccc(C(=O)Nc3ccccc3F)o2)c1,/,/,-5%,/,/
Cc1cc(C)c(C)c(S(=O)(=O)NCc2ccco2)c1C,-7,0%,3%,3%,/
Cc1ccc2nc(-c3ccc(N4C(=O)CC(N5CCCC(C)C5)C4=O)cc3)sc2c1 (centres undefined),0,-15%,15µM*,7%,/
Cc1ccc(CNc2ccc3c(c2)OCO3)c(C)c1,-37*,17%,21µM*,11%,/

Later entries:
Every second line gives: Coupling enz | RORg inh | FLuc counter | Gal4-VP16 FLuc | KCNH2 3.1 block
Cc1cccc(NC(=O)CNC(=O)c2ccc(S(=O)(=O)NCc3ccco3)cc2)c1C
    / | / | / | / | 6
O=C(NCCN1CCOCC1)C(=O)NCC1OCCN1S(=O)(=O)c1ccc(Cl)cc1 (centres undefined)
    / | / | / | / | 19
COc1cccc(CN(C)C(=O)C2CCCN(C(=O)c3ccc(Cl)cc3)C2)c1 (centres undefined)
    / | / | / | / | 9
C[C@H](CO)N1C[C@H](C)[C@@H](CN(C)S(=O)(=O)c2ccc(F)cc2)OCc2cn(nn2)CCCC1=O
    / | / | / | / | 4
CC(=O)N1C[C@H]2CON(C)[C@H]2C[C@H]1c1cccc(-c2cc(Cl)cc(Cl)c2)c1
    / | / | / | / | -6
C[C@H](CO)N1C[C@H](C)[C@@H](CN(C)S(=O)(=O)c2ccccc2F)OCc2cnnn2CCCC1=O
    / | / | / | / | -4
O=C1NC(Cc2ccccc2)c2nc3cc(Cl)ccc3c(=O)n2-c2ncccc21 (centres undefined)
    / | / | / | / | 0
O=C(O)c1cnc2ccc(Cl)cc2n1
    / | / | / | / | -2
CCc1cc2c(SCC(=O)NC3CCCC3)ncnc2s1
    / | / | / | / | 13
Cc1cccc(OCCNC(=O)c2cc(C3CC3)nc3c2cnn3C(C)C)c1
    / | / | / | / | -3

Remaining list, next part
Every second line gives: Coupling enz | RORg inh | FLuc counter | Gal4-VP16 FLuc | KCNH2 3.1 block
C[C@@H]1CN([C@H](C)CO)C(=O)CCCn2nncc2CO[C@H]1CN(C)S(=O)(=O)c1ccccc1F
    / | / | / | / | 4
CCc1ccc(N2CC(C(=O)Nc3ccccc3N3CCCC3)CC2=O)cc1 (centres undefined)
    / | / | / | / | -8
COCCn1c(C)cc(C(=O)CN2C(=O)C(=O)N(CCC3=CCCCC3)C2=O)c1C
    / | / | / | / | -1
CCOC(=O)NC(=S)Nc1cccc(C)n1
    / | / | / | / | 4
COc1cc(CCC(=O)Nc2cc(S(=O)(=O)N3CCOCC3)ccc2OC(C)C)cc(OC)c1OC
    / | / | / | / | 8
Nc1ccn(CCCNC2CCN(Cc3ccccc3)CC2)c(=O)n1
    / | / | / | / | 4
COc1ccc([C@H]2CN(CCc3ccccc3)C(=O)[C@@H]2CC(=O)Nc2ccccc2)cc1
    / | / | / | / | -6
Cc1ccc(S(=O)(=O)N(C)C[C@H]2OCc3cn(nn3)CCCC(=O)N([C@@H](C)CO)C[C@@H]2C)cc1
    / | / | / | / | -5
CC(=O)N(CCc1ccccc1)c1ccc2c(c1)C1CC2CCN1C(=O)OCc1ccccc1 (centres undefined)
    / | / | / | / | -8
COc1ccc(CN2C(=O)C(CC(=O)NCc3ccco3)CC(C(=O)N(C(C)C)C(C)C)=C2C)cc1 (centres undefined)
    / | / | / | / | -12

Remaining list, next part
Every second line gives: Coupling enz | RORg inh | FLuc counter | Gal4-VP16 FLuc | KCNH2 3.1 block
COc1ccccc1N1CCN(C(=O)c2ccc3noc(-c4ccccc4)c3c2)CC1
    / | / | / | / | 4
CC(=O)NC(CCc1ccc(Cl)c(Cl)c1)c1cccc(O)c(=O)c1 (centres undefined)
    / | / | / | / | -2
OCC[C@@H]1C[C@H](O)[C@@H](O)[C@]2(OCc3ccc4ccccc4c32)O1
    / | / | / | / | 0
CC(C)(C)C(=O)OCc1ccc(C2=CC(=O)CC(C)(C)C2=O)cc1
    / | / | / | / | 1
Cc1cc(C(=O)CN2C(=O)NC(C)(c3ccc(F)c(F)c3)C2=O)c(C)n1C1CC1 (centres undefined)
    / | / | / | / | 4
CCCCCCCCC(=O)N1C(C)CCC1C (centres undefined)
    / | / | / | / | -3
C[C@H]1CN([C@@H](C)CO)S(=O)(=O)c2ccc(Br)cc2O[C@H]1CN(C)C(=O)c1cnccn1
    / | / | / | / | 11
O=C(Nc1ccccc1)C1=C(Nc2ccccc2)CSC1
    / | / | / | / | 3
C[C@@H]1CN([C@@H](C)CO)C(=O)c2cc(NC(=O)c3ccccc3)ccc2O[C@@H](C)CCCCO[C@@H]1CN(C)Cc1ccc(C(F)(F)F)cc1
    / | / | / | / | -9
COc1cccc(NC(=O)N(C)C[C@@H]2Oc3ncc(Br)cc3C(=O)N([C@@H](C)CO)C[C@H]2C)c1
    / | / | / | / | -4

More entries
Every second line gives: Coupling enz | RORg inh | FLuc counter | Gal4-VP16 FLuc | KCNH2 3.1 block
O=C(CCN1CCN(c2ccccc2)CC1)NNC(=O)c1ccccc1
    / | / | / | / | -1
C[C@H]1CN([C@@H](C)CO)C(=O)c2cc(Br)cnc2O[C@@H]1CN(C)S(=O)(=O)c1ccccc1
    / | / | / | / | 2
COCCCN1C(=O)C(CC(=O)NCc2ccco2)CC(C(=O)N2CCOCC2)=C1C (centres undefined)
    / | / | / | / | 7
COc1ccc(N2C[C@H](C)[C@@H](CC(=O)Nc3ccc(Br)cc3)C2=O)cc1
    / | / | / | / | -2
O=C(NCc1ccccc1)C1CNCC(C(=O)NCc2ccccc2)C1 (centres undefined)
    / | / | / | / | -3
CN(C1CCCCC1)S(=O)(=O)c1ccc(SCC(N)=O)nc1
    / | / | / | / | -2
CC1CCCN(S(=O)(=O)c2cccc(C(=O)NCCCN3CCCC3=O)c2)C1 (centres undefined)
    / | / | / | / | -3
CC(C)CN(C(=O)CSc1nc2ccccc2[nH]1)c1c(N)n(Cc2ccccc2)c(=O)[nH]c1=O
    / | / | / | / | -9
Cc1cccc(-c2ocnc2C(=O)Nc2ncc(C)s2)c1
    / | / | / | / | 0
COc1ccc([C@H]2N[C@]3(CCCN(Cc4ccc(C)cc4)C3=O)[C@H]3C(=O)N(C)C(=O)[C@@H]23)cc1
    / | / | / | / | -17

New compounds follow:
Every second line gives: Coupling enz | RORg inh | FLuc counter | Gal4-VP16 FLuc | KCNH2 3.1 block
CCc1ccccc1NC(=O)CN1CCN(C(=O)c2cc(C3CC3)nn2-c2ccccc2)CC1
    / | / | / | / | -2
COC(=O)C[C@H]1C[C@H]2c3cc(NC(=O)NC4CCCC4)ccc3O[C@H]2[C@@H](CO)O1
    / | / | / | / | 2
CC(=O)Nc1ccc(S(=O)(=O)NCC(=O)OCC(=O)NCCc2ccccc2)cc1
    / | / | / | / | -2
CCCCCC(=O)N1C[C@@H](O)[C@H](n2cc(C3CC3)nn2)C[C@@H]1c1ccc(C)cc1
    / | / | / | / | 13
COc1ccccc1-c1n[nH]nc1C1=CC(=O)C[C@H](c2ccc(F)cc2)C1
    / | / | / | / | 7
Cn1c(=O)c2c(ncn2CC(=O)OCC(=O)c2ccc(OC(F)F)cc2OC(F)F)n(C)c1=O
    / | / | / | / | -7
O=C(CN1CCN(C(=O)CCC(=O)N2CCC(c3ccccc3)=N2)CC1)Nc1cccc(F)c1
    / | / | / | / | 5

A second format for part of the listing above.
Compound: Cn1c(=O)c2c(ncn2CC(=O)OCC(=O)c2ccc(OC(F)F)cc2OC(F)F)n(C)c1=O
  Coupling enz: /	RORg inh: /	FLuc counter: /	Gal4-VP16 FLuc: /	KCNH2 3.1 block: -7
Compound: O=C(CN1CCN(C(=O)CCC(=O)N2CCC(c3ccccc3)=N2)CC1)Nc1cccc(F)c1
  Coupling enz: /	RORg inh: /	FLuc counter: /	Gal4-VP16 FLuc: /	KCNH2 3.1 block: 5
